# TNF necrop inh: blocks TNF-alpha induced death of Jurkat FADD-/- cells. Jurkat FADD-/- TNF necroptosis rescue, ATP luminescence, 24 h; 0 = TNF only, 100 = no-TNF cells. activation (protection from cell death), % at 10 µM. hit rate 0.068% among 220,000. AID 463075;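 active = activation, meaning protection from cell death, of at least 50% relative to plate controls; inactive = activation below 50%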;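 note: necroptosis triggered by 40 ng/mL TNF-alpha added together with compound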
# PPC-1+TRAIL kill: compounds killing PPC-1 cancer cells with TRAIL present (potentiator screen, no TRAIL-free arm); hit rate 0.41% among 220,000; cell killing (% activity), % at 4 µM; PPC-1 cells + TRAIL, ATPLite viability luminescence;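 active = cell killing above 50% in the first pass at 4 µM, then a duplicate retest at 5 µM averaging 50% or more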;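 note: plate controls were cells with TRAIL plus DMSO for no effect and medium-only wells lacking cells for full effect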
# L929 necroptosis: L929 zVAD cell death inhibition; hit rate 0.38% among 220,000; L929 zVAD necroptosis rescue, ATP luminescence, 24 h; with zVAD 60 µM; viability rescue, % at 10 µM; AID 1377;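 active = activation, scaled between plate controls, above about 75%, limit read from the data; inactive = activation under that limit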;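 note: 0% = zVAD with DMSO and 100% = DMSO alone without zVAD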
# FXIa inh 1536: blocks human coagulation factor XIa protease activity; hit rate 0.14% among 220,000; inhibition, % at 5 µM; purified FXIa, Boc-Glu-Ala-Arg-AMC fluorogenic substrate; P03951; AID 798;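 active = inhibition of at least 40%; inactive = inhibition below 40%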;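 note: fluorescence of freed AMC excited at 355 nm; 0% = enzyme without compound and 100% = no enzyme blank; many of its hits are not listed in these tables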
# FXIIa inh: blocks human coagulation factor XIIa protease activity; P00748; purified FXIIa, Boc-QGR-AMC fluorogenic substrate, 2 h; inhibition, % at 5 µM; hit rate 0.3% among 220,000; AID 800; in the data active = inhibition above about 40%;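 note: 0% = enzyme with no compound and 100% = blank without enzyme; many of its hits are not listed in these tables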
# Target sequence (P00748 20-372 limits assumed): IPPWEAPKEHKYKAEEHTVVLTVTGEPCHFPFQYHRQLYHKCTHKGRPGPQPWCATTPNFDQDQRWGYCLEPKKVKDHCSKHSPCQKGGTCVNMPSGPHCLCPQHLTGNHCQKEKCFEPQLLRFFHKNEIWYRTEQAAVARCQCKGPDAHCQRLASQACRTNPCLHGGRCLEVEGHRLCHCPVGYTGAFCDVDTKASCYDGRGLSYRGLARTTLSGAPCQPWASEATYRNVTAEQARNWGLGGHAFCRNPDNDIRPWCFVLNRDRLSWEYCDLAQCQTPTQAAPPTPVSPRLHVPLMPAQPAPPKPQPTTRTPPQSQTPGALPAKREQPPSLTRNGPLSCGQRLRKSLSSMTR
# Target sequence (P00748 373-615 limits assumed): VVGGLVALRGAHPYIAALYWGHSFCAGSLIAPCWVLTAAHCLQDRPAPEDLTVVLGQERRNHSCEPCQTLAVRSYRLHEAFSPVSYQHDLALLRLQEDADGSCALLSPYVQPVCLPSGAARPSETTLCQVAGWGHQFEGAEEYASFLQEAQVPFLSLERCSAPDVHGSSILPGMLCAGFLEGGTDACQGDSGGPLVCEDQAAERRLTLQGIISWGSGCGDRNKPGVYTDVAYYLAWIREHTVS
# EP2 antag: blocks the human prostaglandin E2 receptor EP2 | hit rate 0.52% among 260,000 | P43116 | inhibition, % at 25 µM | C6 glioma cells expressing human EP2, cAMP TR-FRET; cells stimulated with saturating PGE2 | AID 1422;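 active = percent inhibition above 40 after rounding to a whole number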;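 note: rat C6 glioma host cells with rolipram phosphodiesterase inhibitor present; the protocol text gives 20 µM as final concentration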
# Target sequence (P43116 whole entry, looked up): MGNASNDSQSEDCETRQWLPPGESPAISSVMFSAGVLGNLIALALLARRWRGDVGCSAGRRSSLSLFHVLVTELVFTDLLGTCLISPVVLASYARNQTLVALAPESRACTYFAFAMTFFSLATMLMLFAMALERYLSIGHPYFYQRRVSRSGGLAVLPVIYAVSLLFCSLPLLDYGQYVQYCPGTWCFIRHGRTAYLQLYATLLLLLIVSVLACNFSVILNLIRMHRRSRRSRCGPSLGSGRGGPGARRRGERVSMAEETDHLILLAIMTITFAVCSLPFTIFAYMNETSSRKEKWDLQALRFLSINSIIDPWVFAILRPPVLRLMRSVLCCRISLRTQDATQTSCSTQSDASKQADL
# CHOP inhibitor: CHOP inhibition in unfolded protein response; CHO-K1 CHOP-promoter luciferase, tunicamycin-induced, 15-18 h; inhibition, % at 10 µM; hit rate 3.8% among 220,000; AID 2732;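 active = compounds that reduced the stress-induced luciferase reporter signal by more than about 70% of percent inhibition, limit read from the data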;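 note: 0% = tunicamycin plus vehicle and 100% = wells without tunicamycin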
# Wee1 degr inh: human Wee1 degradation inhibition, primary screen | P30291 | reporter increase, % at 5 µM | AID 1321 | HeLa Luc-Wee1K328M stability, luciferase luminescence; 100% = proteasome inhibitor MG132 effect | hit rate 1.2% among 220,000;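 active = activation above the mean of all tested compounds plus 3 SD, set per screening run, cut at about 8.8% in these data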;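 note: cells exposed to compound for 20 h before luminescence read; 0% = DMSO alone and 100% = MG132 at 30 µM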
# TbHK1 inh: blocks Trypanosoma brucei hexokinase 1 activity; inhibition, % at 10 µM; AID 1430; recombinant TbHK1, G6PDH-coupled NADH A340; hit rate 0.11% among 220,000;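 active = inhibition of 50% or more in the single-dose primary screen; inactive = inhibition below 50%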
# Active calls of the source: *; / = no result given; & = joins results of further samples.
# Order of results – TNF necrop inh, PPC-1+TRAIL kill, L929 necroptosis, FXIa inh 1536, FXIIa inh, EP2 antag, CHOP inhibitor, Wee1 degr inh, TbHK1 inh
O=C(COC(=O)CNC(=O)c1ccc(Cl)cc1)Nc1ccc(Cl)cc1C(F)(F)F
  2.4, -7, 1.4, -9, -1, 4, 32, 2, -5
CC(=O)c1cccc(NC(=O)N2CCCc3ccccc32)c1
  -1.0, 10, 0.0, 7, 5, 10, -2, 0, 0
C=CCN1C(=O)N/C(=C/c2ccccc2OCC(=O)Nc2ccc(F)cc2)C1=O
  1.2, 12, 1.3, -8, 13, 10, 64, -2, -2
Cn1c(-c2ccc(Cl)cc2)cnc1N
  -1.8, 19, 0.7, -2, -12, 6&12, 15, -4, 3
O=C(O)c1ccc(/C=N/Nc2cccc(C(F)(F)F)c2)cc1
  -1.1, 21, 3.0, -3, /, 10, 7, -2, -18
Cc1cc(CNC(=O)c2ccc(C)c([N+](=O)[O-])c2)c2ccccc2n1
  -3.9, -2, 0.8, -3, 5, 9, 30, -2, 0
COc1ccc(CCNC(=O)c2ccc(Cl)c(S(=O)(=O)N(C)c3ccccc3)c2)cc1
  2.3, 0, 1.0, -3, 9, 3, 20, -2, 31
O=C(NC(=S)Nc1ccccc1[N+](=O)[O-])c1ccccc1Cl
  2.5, -2, 0.4, -1, 9, 9, 4, -4, -6
CCN1CCCC1CNC(=O)c1cc2c(-c3ccc(Cl)cc3)nn(C)c2s1 (stereo not given)
  -0.5, -2, 26, 6, 13, 23, 52, -2, -7
O=C(O)C1=C[C@@H](c2ccc(C(F)(F)F)cc2)C[C@@H](OCc2ccc(CO)cc2)O1
  0.8, 20, 0.2, 3, 12, /, 13, 0, -5
Cc1nc2sc(C(=O)Nc3ccccc3Cc3ccccc3)c(C)c2c(=O)[nH]1
  -3.6, 14, 3.1, -2, 0, 10, 11, -3, -1
CC1=C(C#N)C(NC(=O)c2ccc(C)cc2)(C(F)(F)F)C(=O)N1 (stereo not given)
  -0.4, 12, -0.2, 4, 14, /, 7, 2, -2
CC1CCCCN1CC(=O)Nc1ccc(Oc2ccccc2)cc1 (stereo not given)
  0.9, 2, 0.6, 3, 12, 34, 59, 0, 14
CC(=S)/C=C1\Sc2ccccc2N1C
  -8.7, 12, -0.1, 10, 10, 13, 18, 0, 3
CCOC(=O)C1=C(C)NC(=O)CC1c1cc(OC)c(OC)cc1Br (stereo not given)
  0.0, -23, -0.2, -7, 7, 10, 1, 0, 1
COc1cccc(C2CC(c3cccs3)=NN2S(C)(=O)=O)c1OC (stereo not given)
  0.7, 4, 1.0, -1, 3, 8, 19, -3, 1
Cn1cc([N+](=O)[O-])c(C(=O)NCc2cc3cc(Cl)ccc3[nH]2)n1
  -1.0, 8, /, 8, 14, 9, 35, 0, 2
COc1ccc(/C=N/NC(=O)c2ccncc2)cc1CN1CCOCC1
  0.7, 14, -0.7, 3, 14, 7, 5, -1, -50
CC(C)OP(=O)(OC(C)C)C(NC(=O)c1ccccc1)C(N)=O (stereo not given)
  -0.1, 6, 0.3, 3, 11, 10, 11, -3, -11
CCCN(CC1CC1)C(=O)CSc1nnc(-c2ccco2)n1N
  0.0, 32, 0.0, 0, 7, 8, 28, -1, 4
COc1ccc(O)c(C(=O)c2cc(C(=O)NCCc3ccccc3)c(=O)n(CCc3ccccc3)c2)c1
  -1.9, 32, 0.8, 7, 11, 12, 37, 3, 9
Cc1ccc(N/N=C/c2ccc(N3CCOCC3)cc2)cc1C
  -3.7, 4, -0.3, -5, -6, 5, 23, -1, -18
CC1CC(C)CN(C(=O)c2ccc3c(c2NCCO)C(=O)c2ccccc2C3=O)C1 (stereo not given)
  -1.9, -14, 0.0, 6, 2, 15, 67, 5, -16
CC1CCCC(NC(=O)CCCn2c(=O)[nH]c3cc(Cl)ccc3c2=O)C1C (stereo not given)
  1.0, 12, -0.4, -6, -18, 10, 16, 6, -2
Cc1noc(NS(=O)(=O)c2ccc(NC(=O)C34CC5CC(C3)CC(n3cnc(Cl)n3)(C5)C4)cc2)c1C
  1.7, 14, 0.3, 21, 24, 3, 5, 0, -33
C(=C\c1ccccc1)/C=N/Nc1nc(N2CCCCC2)nc(N2CCCCC2)n1
  -1.2, 6, 0.5, 8, 11, 7, 37, 1, -16
Cc1cccc(C)c1OCc1nnc(SCC(=O)Nc2nccs2)o1
  1.8, 6, 0.0, -5, 14, 6, 33, 2, 1
Cc1nc(C(=O)NCC(=O)c2ccccc2)c(C(F)(F)F)o1
  0.7, 6, 0.5, -9, 6, 19, 7, -1, 1
Cc1nnc(SCc2nc3sc4c(c3c(=O)[nH]2)CCCC4)n(N)c1=O
  6.8, 6, 2.5, 1, 3, 13, 46, -3, -7
CCn1c(=O)c([N+](=O)[O-])c(NCCc2ccccc2)c2ccccc21
  -4.2, -14, -0.1, 1, 5, 18, 37, -1, -1

# Arranged by formula weight (smallest number first): some entries from above
# Order of results – TNF necrop inh, PPC-1+TRAIL kill, L929 necroptosis, FXIa inh 1536, FXIIa inh, EP2 antag, CHOP inhibitor, Wee1 degr inh, TbHK1 inh
Cc1nc(C(=O)NCC(=O)c2ccccc2)c(C(F)(F)F)o1
  0.7, 6, 0.5, -9, 6, 19, 7, -1, 1
CC1CCCCN1CC(=O)Nc1ccc(Oc2ccccc2)cc1 (stereo not given)
  0.9, 2, 0.6, 3, 12, 34, 59, 0, 14
Cn1cc([N+](=O)[O-])c(C(=O)NCc2cc3cc(Cl)ccc3[nH]2)n1
  -1.0, 8, /, 8, 14, 9, 35, 0, 2
O=C(NC(=S)Nc1ccccc1[N+](=O)[O-])c1ccccc1Cl
  2.5, -2, 0.4, -1, 9, 9, 4, -4, -6
COc1cccc(C2CC(c3cccs3)=NN2S(C)(=O)=O)c1OC (stereo not given)
  0.7, 4, 1.0, -1, 3, 8, 19, -3, 1
Cc1noc(NS(=O)(=O)c2ccc(NC(=O)C34CC5CC(C3)CC(n3cnc(Cl)n3)(C5)C4)cc2)c1C
  1.7, 14, 0.3, 21, 24, 3, 5, 0, -33

# Other entries follow:
# Order of results – TNF necrop inh, PPC-1+TRAIL kill, L929 necroptosis, FXIa inh 1536, FXIIa inh, EP2 antag, CHOP inhibitor, Wee1 degr inh, TbHK1 inh
Cc1cc(N2CCOCC2)nc(SCC(=O)c2ccccc2)n1
  -2.9, -11, -1.3, -10, -8, -1, -22, -1, 3
CCOC(=O)C(=Cc1ccc(-n2ccnc2)cc1)C(=O)OCC
  -9.5, 17, -0.5, 2, 4, 5, 1, -3, -8
CCn1nc(C)c(C2C(C#N)=C(N)OC3=C2C(=O)CCC3)c1C (stereo not given)
  0.3, 17, /, 11, 15, 9, 40, -2, -6
Cc1ccc(-c2cc(C(=O)N3CCCc4ccccc43)c3ccccc3n2)cc1
  -0.9, 30, 0.2, -6, 7, 10, 26, 2, -20
CCCCC#Cc1ccc(C(=O)NNC(=O)Nc2ccccc2)o1
  1.7, 2, 0.5, 1, 4, 15, 15, 2, -7
COc1ccc(/C=N/NC(=O)c2ccccc2OCc2ccccc2)c(OC)c1
  0.2, -1, 2.9, 1, 8, 4, 9, -2, -28
CC(=O)C1=C(C)NC(C)=C(C(C)=O)C1c1ccc(-c2ccccc2Cl)o1
  -0.4, -6, 1.6, 8, 12, 10, 19, -1, -1
COc1ccc(S(=O)(=O)N2CCN(c3ccccn3)CC2)cc1[N+](=O)[O-]
  2.0, 5, 0.3, 1, 5, 8, -5, -2, -12
CSc1nsc(SC)c1CO
  -0.6, 6, 0.6, 4, 12, 14, 11, 8, -6
Nc1c(C(=O)N/N=C/c2cccnc2)oc2nc(-c3ccccc3)cc(-c3ccco3)c12
  -14, 2, 1.4, 3, 6, 9, -9, -1, -36
Cc1ccccc1CNS(=O)(=O)c1ccc2c(c1)OCCO2
  -1.0, -8, 0.2, 12, 18, 7, 33, -4, 6
Cc1c(C(=O)NC2CCCCC2)oc2c1C(=O)CC(C)(C)C2
  0.1, -6, 0.2, 2, 9, 6, 48, 2, 5
N#Cc1c(Nc2ccccc2)c(/C=N/NCCO)c[nH]c1=O
  0.5, 8, 4.9, -5, 4, 10, 15, 2, -7
Cc1nn(C)cc1-c1csc(N)n1
  1.0, -2, 2.7, -5, 8, 8, -18, -1, 2
COc1ccc(NC(=O)c2ccc(COCC(F)(F)C(F)F)cc2)cc1OC
  2.6, 6, 1.5, 2, 12, 9, 13, 1, -7
CCCCC1C2C(=O)N(c3ccc(C)cc3)C(=O)C2ON1c1ccccc1 (stereo not given)
  1.3, 3, 0.0, -5, 10, 5, 12, -1, -3
CCC(C)NC(=O)C(Sc1ccccc1)c1ccccc1 (stereo not given)
  -0.7, 1, 0.0, -7, 7, 8, -20, 2, 2
CC(C)(C)n1nnnc1C(c1ccccn1)N1CCN(C(c2ccccc2)c2ccccc2)CC1 (stereo not given)
  -0.2, 4, -0.8, -3, 8, 10, 13, -3, -10
Cc1ccc(SCCNS(=O)(=O)c2ccc(F)cc2)cc1
  -0.4, 3, 0.0, -6, 2, 19, 97*, 0, 0
CC(Oc1ccc(Cl)cc1Cl)C(=O)Nc1ccc(N2CCN(C)CC2)cc1 (stereo not given)
  -3.9, -3, 0.7, 1, -5, 3, 5, 2, 3
CCCC(=O)Nc1ccc(NC(=O)c2ccccc2OC)cn1
  1.5, 30, 5.4, 6, 10, 11, 33, 2, -6
Cc1oc2ccc(NS(=O)(=O)c3ccc(C(C)(C)C)cc3)cc2c1C(=O)Nc1ccccc1
  3.5, 6, 2.7, 0, 10, 5, 107*, -1, 6
CC(C)Oc1ccc(C2CC(=O)N(c3ccccc3)C2=O)cc1 (stereo not given)
  1.4, 11, 0.8, 2, 2, 18, 19, 0, -4
COc1ccc(NC(=O)c2cc(-c3ccc(OC)c(OC)c3)on2)cc1OC
  -2.3, 16, -0.2, -7, -8, /, 21, 0, -9
O=C(NCCCNC(=O)c1cccs1)c1cccs1
  -1.4, 10, -0.2, -4, 3, 10, 13, -1, -6
Cc1ccc(S(=O)(=O)N(CC(=O)N/N=C/c2ccccc2C(=O)O)c2cc(Cl)cc(Cl)c2)cc1
  0.2, -5, 1.3, -6, -2, 8, 58, -2, 1
Cc1cc(N2CCOCC2)c2c(N)c(Br)cc(C)c2n1
  0.3, 1, 3.0, -3, 5, 19, 61, -2, -12
COc1ccc(C2C=C(C)Nc3nc4ccccc4n32)cc1 (stereo not given)
  -0.4, 39, 1.3, -7, 1, 19, 7, 1, -5
CCSc1nc2ccccc2n1CCC(=O)O
  0.5, 3, 0.5, -6, 4, 8, 18, -3, 2
O=C1CC(c2ccccc2)Cc2nc(N3CCc4ccccc43)ncc21 (stereo not given)
  -0.8, /, 0.9, /, /, 3, /, -2, -16
O=C(NCc1ccccc1)c1ccccc1OCC(=O)N1CCCCC1
  -0.7, -5, -0.3, 9, 14, 2, 15, 1, -10
OCCN1CCN(CCSc2ccccc2)CC1
  -2.5, 14, -0.1, 0, 8, 8, -27, 0, -4
O=C(Nc1ccccc1C(=O)NCc1ccco1)c1ccccc1
  -0.3, 19, 0.7, 5, 4, 10, 30, -3, 0
O=C(Nc1ccc(Cl)cc1C(=O)N1CCCC1)c1cccc([N+](=O)[O-])c1
  -0.6, 1, -0.2, 3, 10, 5, -13, 0, 7
O=C(COc1ccccc1Cl)NC(=O)NC1CCCC1
  57*, -13, 0.8, 2, 13, 3, 56, 0, 5

# Compound activity from PubChem BioAssay.

# Only part of the results is shown. The share of hits here may be higher or lower than overall.
